# Screening results: PubChem, Icahn School of Medicine at Mount Sinai
# RBX1-CUL1 inh – human ROC1-CUL1 E3 ligase inhibition; P62877+Q13616; in vitro K48 di-Ub FRET, acceptor:donor ratio, 45 min; inhibition, % at 10 µM; 140,000 tested, 0.6% active; in the data active means inhibition above about 25%
# Target sequence (P62877 whole entry, looked up): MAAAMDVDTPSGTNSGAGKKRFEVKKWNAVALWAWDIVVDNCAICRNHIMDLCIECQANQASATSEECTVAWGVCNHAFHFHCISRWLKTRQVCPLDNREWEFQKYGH
# Target sequence (Q13616 whole entry, looked up): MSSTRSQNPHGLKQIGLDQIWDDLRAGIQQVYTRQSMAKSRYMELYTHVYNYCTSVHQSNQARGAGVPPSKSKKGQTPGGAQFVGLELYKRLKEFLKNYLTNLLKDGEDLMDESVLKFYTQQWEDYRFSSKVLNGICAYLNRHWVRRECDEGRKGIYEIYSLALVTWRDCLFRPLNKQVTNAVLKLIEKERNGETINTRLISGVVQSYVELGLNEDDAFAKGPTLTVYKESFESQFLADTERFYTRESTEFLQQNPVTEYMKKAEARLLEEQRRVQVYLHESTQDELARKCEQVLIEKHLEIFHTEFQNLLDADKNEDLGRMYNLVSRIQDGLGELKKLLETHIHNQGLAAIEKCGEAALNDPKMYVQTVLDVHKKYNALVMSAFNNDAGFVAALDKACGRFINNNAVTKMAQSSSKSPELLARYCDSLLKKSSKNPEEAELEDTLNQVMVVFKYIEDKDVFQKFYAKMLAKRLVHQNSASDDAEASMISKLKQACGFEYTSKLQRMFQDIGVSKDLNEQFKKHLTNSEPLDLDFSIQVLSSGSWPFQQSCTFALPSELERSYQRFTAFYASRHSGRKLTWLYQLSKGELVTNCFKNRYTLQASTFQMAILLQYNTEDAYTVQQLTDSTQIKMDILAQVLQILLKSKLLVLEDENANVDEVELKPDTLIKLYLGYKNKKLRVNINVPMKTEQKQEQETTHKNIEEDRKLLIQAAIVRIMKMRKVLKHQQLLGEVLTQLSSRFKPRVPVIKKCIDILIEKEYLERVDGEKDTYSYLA
# * = called active by the depositor.
# Sample of the layout (2 entries):
compound	RBX1-CUL1 inh
CCC(C(=O)OC(C(=O)Nc1c(C)cccc1C)c1ccccc1)N1C(=O)c2ccccc2C1=O (stereo unspecified)	2
COc1nc(NC(C)=O)nc(C)c1Br	-3

# The list itself, from the start:
compound	RBX1-CUL1 inh
CCC(C(=O)OC(C(=O)Nc1c(C)cccc1C)c1ccccc1)N1C(=O)c2ccccc2C1=O (stereo unspecified)	2
COc1nc(NC(C)=O)nc(C)c1Br	-3
Cn1c(=O)c2c(ncn2CC(=O)Nc2cc(Cl)cc(Cl)c2)n(C)c1=O	-3
CCOc1cc(OCC)c(/C=C2\C(=O)NC(=S)N(C)C2=O)cc1Br	-12
O=C(CS(=O)(=O)c1ccc2ccccc2c1)N1CCCC1	4
Cc1nn(C)c(C)c1CN(C(=O)CC1C(=O)NCCN1CC(C)C)C(C)C (stereo unspecified)	-7
O=C(NCC1CCCO1)c1cccc(NC(=O)c2cccs2)c1 (stereo unspecified)	-1
CCC1CCCCN1C(=O)Cn1c(=O)n(CCCCCC(=O)NCc2ccc(F)cc2)c(=O)c2sccc21 (stereo unspecified)	-5
O=S(=O)(CC1CC1)c1ncc(CN2CCCO2)n1CC1CCCO1 (stereo unspecified)	0
C=C(c1ccccc1)n1cc(-c2ccccc2)nn1	2
Cc1ccc(S(=O)(=O)NC/C=C/c2ccccc2)cc1	-9
S=C(Oc1ccc(-c2ccccc2)cc1)N1CCCCC1	-11
COC(=O)c1ccc(C(c2ccc(C(=O)OC)cc2)(C(F)(F)F)C(F)(F)F)cc1	6
CC(C)(C)C1CCC(OC(=O)c2ccc3c(c2)OCCO3)CC1 (stereo unspecified)	2
CC1CCC(NC(=O)c2cc3c(Cl)nc4ccccc4c3s2)CC1 (stereo unspecified)	-11
CN(C)CCCC1OCC(C)(C)c2ccccc21 (stereo unspecified)	6
COc1ccc(N2CCN(S(=O)(=O)c3ccc(Br)cc3)CC2)cc1	-6
CC(=O)Oc1ccc2c(=O)c(Oc3ccc(Cl)cc3Cl)c(C)oc2c1	-13
Cc1cc(Br)ccc1NCN1C(=O)S/C(=C/c2ccc(C(C)C)cc2)C1=O	1
COc1ccc(N(CC(=O)NCCc2cccc(C)c2)S(=O)(=O)c2c(C)noc2C)cc1	5

# Other results
compound	RBX1-CUL1 inh
Cc1nc(Nc2cccc(C(F)(F)F)c2)nc2c1C(=O)CCC2	10
CC(C)(C)c1ccc(C(=O)Nc2ccc(-c3nc4ccccc4o3)c(O)c2)cc1	-1
O=C1CCC(CCC(=O)N2CCN(c3ccccc3O)CC2)(Cc2ccc(-c3ccccc3)cc2)N1 (stereo unspecified)	8
Cc1ccccc1C(=O)N/N=C/c1cc2c(cc1[N+](=O)[O-])OCO2	6
C=CCn1c(SCC(=O)NCCc2ccc(OC)cc2)nc2sc(C)c(C)c2c1=O	8
O=C(COc1ccccc1)Nc1sc2c(c1C(=O)Nc1ccccc1Cl)CCCCC2	4
O=C(CSc1n[nH]c(-c2ccccc2)n1)N1CCN(c2ccc(F)cc2)CC1	7
COC1(OC)C(C#N)(C#N)C2(C(=O)Nc3ccccc32)C1(OC)OC (stereo unspecified)	-6
COc1ccc(C2CC(=O)C3C=C(c4nc(-c5cccc(Cl)c5)cs4)C(=O)N=C3C2)cc1OC (stereo unspecified)	-5
CC(C)Nc1cc(N2CCN(C3CCCCC3)CC2)c2noc3c2c1C(=O)c1ccccc1-3	-6
Cc1ccc(N2CCN(S(=O)(=O)c3nnc(NC(=O)c4cccc(F)c4)s3)CC2)cc1	7
Cc1nn(C)c(C(=O)Nc2ccon2)c1Cl	1
O=C(NC1CCCCCC1)NC1(C(F)(F)F)Oc2ccccc2O1	-7
S=C/C(=C1/C=C(c2ccccc2)SS1)c1ccccc1	-5
Cc1ccc(NC(=O)C(C(C)C)N2C(=O)c3ccccc3C2=O)c(C)c1 (stereo unspecified)	0
Cc1nn(-c2cc(Oc3ccc(F)cc3)ncn2)c(N)c1C#N	-10
COc1ccccc1Cc1nc2ccccc2nc1SCC(=O)N1CCc2ccccc21	9
CCOC(=O)c1ccc(ONc2nsc(N3CCCC3)c2N)cc1	0
C/C(=N/NC(=O)c1ccccc1I)c1ccc(N)cc1	-12
COc1ccc(S(=O)(=O)Nc2cccc3cccnc23)cc1	6

# The listing continues:
compound	RBX1-CUL1 inh
Cc1nc2sc3c(c2c(=O)[nH]1)CCN(Cc1ccccc1)C3	-1
COc1cccc(CCNc2ncnc3c2nnn3C)c1	-4
COc1ccc(CC2(CCC(=O)NCC3(N4CCOCC4)CCCCCC3)CCC(=O)N2)c(F)c1 (stereo unspecified)	-1
Clc1ccc(-c2cc3ncc4c(n3n2)-c2ccccc2OC4)cc1	-10
Cc1nc(N2CCC(C(=O)NCC3CC3)CC2)nc2cc(S(C)(=O)=O)ccc12	0
CCOCCCn1c(SCC(=O)Nc2ccccc2Cl)nc2c(oc3ccccc32)c1=O	4
CC1CCc2c(sc(NC(=O)C34CC5CC(CC(C5)C3)C4)c2C#N)C1 (stereo unspecified)	-2
COc1ccc(CNC(=O)c2ccc3c(c2)N(Cc2cc(C)ccc2C)C(=O)CS3)cc1	-3
CCOC(=O)c1cc(-c2ccccc2)n(CCC(=O)NCCc2cccc(C)c2)c1C	-3
COc1cc2c(cc1C=C1C(=O)N(C)C(=S)N(C)C1=O)CCCC2	2
Cc1ccccc1Nc1c(-c2ccccc2O)nc2sccn12	-4
Cc1ccc(NC(=O)Cn2cnc3sc(C(=O)O)c(C)c3c2=O)cc1Cl	-3
Cc1scc(-c2ccccc2)c1C(=O)O	-6
COC(=O)c1c(Oc2ccc(Br)cc2)nnc(-c2ccccc2)c1-c1ccccc1	4
CCOc1ccc(-c2cc3c(=O)n(CC(=O)Nc4cc(F)ccc4C)ccn3n2)cc1	-3
CCN(c1ccccc1)S(=O)(=O)c1nnc(NC(=O)C(C)Oc2ccccc2)s1 (stereo unspecified)	6
Cc1nc2cc(-c3cccc(F)c3)nn2c(C)c1CCC(=O)N1CCN(c2ccc(F)cc2)CC1	-6
CC1=Nc2nnnn2C(c2ccc(Br)cc2)C1C(=O)Nc1cccnc1 (stereo unspecified)	6
CCC1CCc2nc3sc(C(=O)Nc4cc(F)ccc4F)c(N)c3cc2C1 (stereo unspecified)	-2
COc1cc(C(=O)NC(=S)NCCC2=CCCCC2)cc(OC)c1OC	5

# Next entries.
compound	RBX1-CUL1 inh
O=C(c1ccc2c(c1)CCN2S(=O)(=O)c1ccccc1)N1CCOCC1	1
O=c1[nH]c(SCc2ccc(Br)cc2)nc2c1CCCC2	-4
Cc1ccc(S(=O)(=O)N2Cc3ccccc3CC2C(=O)NCCc2ccccc2)cc1 (stereo unspecified)	-4
Cc1cccc2c3c4n(c12)CC1COC4(CCC3)O1 (stereo unspecified)	10
Cc1ccc(-n2c(Cc3ccccc3)nnc2SCC(=O)Nc2ccc(Cl)cc2)cc1	-3
Cc1nc2sccn2c(=O)c1S(=O)(=O)Nc1ccc(N2CCOCC2)cc1	-3
O=[N+]([O-])c1ccc(-c2nc(-c3ccc(Br)cc3)c(-c3ccc(Br)cc3)[nH]2)cc1	5
CC(C)(C)C(=O)Nc1sc2c(c1C#N)CCCCC2	-4
CCOC(=O)c1c(C)oc2nc(C)nc(N3CCN(c4ccccc4)CC3)c12	-3
O=C(NC(NCc1ccco1)C(Cl)(Cl)Cl)c1cccc2ccccc12 (stereo unspecified)	-3
Cc1cc(C)c2c(n1)nn1c(C)c(CCC(=O)NCc3ccc(Cl)cc3)c(C)nc21	12
CC(C)n1c(=O)[nH]c(=O)c2cc([N+](=O)[O-])cnc21	6
N#CC1=C2N=C(N)c3c(sc4c3CCCC4)N2C2=C(C(=O)CCC2)C1c1cccnc1 (stereo unspecified)	11
Cc1ccccc1NC(=O)C1C2NC(=S)NC1(C)Oc1ccccc12 (stereo unspecified)	0
Cc1cccc(C(=O)Oc2ccc(OC(=O)c3cccc(C)c3)cc2)c1	4
CCN1CCCC1CNC(=O)CCC1CCN(C(=O)c2cc[n+]([O-])cc2)CC1 (stereo unspecified)	-6
Brc1cccc(N2N=C(c3cccs3)CC2c2cccs2)c1 (stereo unspecified)	3
COc1ccc(-c2[nH]nc3c2C(c2ccoc2)C(C#N)C(=N)O3)cc1 (stereo unspecified)	-7
CC(C)CC(=O)NC(=S)Nc1ccc(N2CCOCC2)cc1	0
CC(C)C(NC(=O)c1ccccc1)C(=O)N/N=C/c1ccco1 (stereo unspecified)	-6

# Rewritten with each value named: part of the list above.
O=C1CCC(CCC(=O)N2CCN(c3ccccc3O)CC2)(Cc2ccc(-c3ccccc3)cc2)N1 (stereo unspecified)
  RBX1-CUL1 inh: 8

Cc1ccccc1C(=O)N/N=C/c1cc2c(cc1[N+](=O)[O-])OCO2
  RBX1-CUL1 inh: 6

C=CCn1c(SCC(=O)NCCc2ccc(OC)cc2)nc2sc(C)c(C)c2c1=O
  RBX1-CUL1 inh: 8

O=C(COc1ccccc1)Nc1sc2c(c1C(=O)Nc1ccccc1Cl)CCCCC2
  RBX1-CUL1 inh: 4

# Going on with the list.
molecule,RBX1-CUL1 inh
Cc1c(CN2CCC(C3CCN(Cc4cccc(F)c4F)CC3)C2)cnn1C (stereo unspecified),7
C=CCN1CCN(C(=O)c2ccc(CCCC)cc2)CC1,2
Cc1oc(-c2ccc(NC(=O)Cc3ccccc3)cc2)nc1CNC(=O)c1ccc(-c2ccco2)cc1,4
CC(C)(C)SN1C(=O)c2ccccc2C1=O,8
CCOc1ccccc1NC(=O)Cn1c(=O)n(C(C)C)c(=O)c2oc3ccccc3c21,-5
CCCNC(=O)C1CCN(S(=O)(=O)c2ccc(SC)cc2)CC1,-2
COc1ccc(CNC(=O)Cc2coc3ccc(C)cc23)cc1,1
CC(C)(C)OC(=O)N1CC=C2C(C#N)C(=N)C(C#N)(C#N)C(c3ccoc3)[C@H]2C1 (stereo partly specified),1
c1cc(CN2CCCC2)ccc1CNc1nncc(-c2ccc3c(c2)OCO3)n1,0
CCOC(=O)CN1C(=O)C(O)(CC(=O)/C=C/c2ccco2)c2ccccc21 (stereo unspecified),-5
NCCCSc1nc2c(c(=O)n1Cc1ccccc1)C1(CCCCC1)Cc1ccccc1-2,92*
CCN(CC)CCCNC(=O)c1cnc(SC)nc1-c1ccccc1,2
c1ccc(COc2ccc3[nH]c4c(c3c2)CCCCCC4)cc1,5
CC(C)N(C)Cc1nnnn1CC(=O)NCC1CCCN(c2ncccn2)C1 (stereo unspecified),-6
O=C(Nc1ccc(Oc2ccccc2F)cc1)C1CCCCN1C(=O)Cn1cncn1 (stereo unspecified),-9

# (list continues)
molecule,RBX1-CUL1 inh
Fc1ccc(F)c(CN2CCCC(c3ccnc(SCCN4CCCC4)n3)C2)c1F (stereo unspecified),-2
Cc1ccc(N(C(=O)C2CCC(=O)N2)C2(C(=O)Nc3c(C)cccc3C)CCCCC2)cc1 (stereo unspecified),3
CC12CCC(C(=O)NCc3cccnc3)(CC1=O)C2(C)C (stereo unspecified),-3
COc1ccc(Cl)cc1NC(=O)COc1ccc(Br)cc1Br,7
COc1cccc(Oc2ccc(N=CCC(=O)C(C)(C)C)cc2)c1,5
COc1ccc(NC(=O)C(C)n2nc(-c3cc(C)ccc3C)c3c(c2=O)CCCC3)cc1 (stereo unspecified),-3
O=C(CCSCCC(=O)NCC1CCCO1)NCC1CCCO1 (stereo unspecified),-4
Cc1cc(C)c2nc(Cl)c(C3C4=C(CCCC4=O)OC(=N)C3C#N)cc2c1 (stereo unspecified),0
Cc1c(Br)c(C(=O)Nc2sc(C(C)C)cc2C(N)=O)nn1C,4
CCOC(=O)Cn1c(=O)n(C2CCCCC2)c2nc(-c3ccc(OC)cc3)nc(C(N)=O)c21,4
Cc1ccc(C)c(C2=C/C(=C\c3ccccc3F)C(=O)O2)c1,18
Cc1ccccc1OCC(=O)Nc1ccc(C(=O)OCc2cc(=O)n3c(C)csc3n2)cc1,-7
CCOc1ccccc1NS(=O)(=O)c1cc2[nH]c(=O)c(=O)[nH]c2cc1C,1
Cc1cccc(C)c1NC(=O)c1nnn(-c2cccc(Cl)c2)c1C,-18
CCOc1ccc(CCNC(=O)c2cnc3sc(N4CCC(C)CC4)nn3c2=O)cc1,10

# An excerpt from above in order of SMILES length, ascending.
molecule,RBX1-CUL1 inh
COc1ccc(S(=O)(=O)Nc2cccc3cccnc23)cc1,6
CC1CCC(NC(=O)c2cc3c(Cl)nc4ccccc4c3s2)CC1 (stereo unspecified),-11
Cc1cc(C)c2nc(Cl)c(C3C4=C(CCCC4=O)OC(=N)C3C#N)cc2c1 (stereo unspecified),0
COc1ccc(NC(=O)C(C)n2nc(-c3cc(C)ccc3C)c3c(c2=O)CCCC3)cc1 (stereo unspecified),-3
COc1ccc(CC2(CCC(=O)NCC3(N4CCOCC4)CCCCCC3)CCC(=O)N2)c(F)c1 (stereo unspecified),-1

# Additional structures follow:
molecule,RBX1-CUL1 inh
COCCN1N=C(C(C)(C)C)Cn2c1nc1c2c(=O)n(C)c(=O)n1C,4
Cc1cc(N2CCN(c3cccc(C)c3C)CC2)n2nc(C)c(-c3ccc(Cl)cc3)c2n1,-6
Cn1c(=O)c2nc(Oc3ccccc3C(=O)O)n(C)c2n(C)c1=O,1
Cc1cccc(C(=O)NCCc2ccc(S(N)(=O)=O)cc2)c1,-2
CCOC(=O)c1c(C)c(-c2ccccc2)n(CC(=O)NCc2ccccc2)c1C,-8
O=C(Nc1c(F)c(F)c(F)c(F)c1F)c1ccncc1,-3
Cc1ccc2c(c1)c(-c1ccccc1)c(-c1ccccc1)n2CC(O)CN1CCN(CCc2ccccc2)CC1 (stereo unspecified),-15
CCCSc1nc(N)c2c3c(sc2n1)CCC3,-9
CC1=Nc2nnnn2C(c2ccc(Cl)cc2)C1C(=O)OC(C)C (stereo unspecified),18
Cc1ccc(-n2ccn(CC(=O)NCCc3ccccc3)c(=O)c2=O)cc1C,-2
O=C(c1scc2c1CCCC2)N1CCCC(c2nc(-c3cccnc3)ncc2-c2ccccc2F)C1 (stereo unspecified),-2
CCCn1cnc2scc(-c3ccc(Br)cc3)c2c1=O,1
CCCN(CCC)S(=O)(=O)c1ccc(C(=O)Nc2nc3ccc(Cl)cc3s2)cc1,3
Cc1ccc(-c2nn(-c3ccccc3)c3c2cnc2ccccc23)cc1C,5
COc1ccccc1C(=O)Nc1nc(-c2ccccc2)ns1,5

# This is a subset. The share of hits here may be higher or lower than overall.
